Screening results as filed in PubChem.
PKA kinase inh: blocks human protein kinase A activity; P17612; inhibition, % at 6 µM; PKA Kemptide phosphorylation, Kinase-Glo ATP luminescence; actives 0.1% (n = 65,000);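 active = inhibition above the screen-wide mean inhibition plus 3 SD, cut at about 21% in these data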; also: many of its hits are not listed in these tables
Cdc25B inh: human M-phase inducer phosphatase 2 inhibition; AID 368; recombinant Cdc25B, OMFP fluorescence Ex485/Em525; inhibition, %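 (compounds tested at 10 µM final in the well)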; actives 0.1% (n = 65,000); P30305; in the data active = inhibition above about 50%
Target sequence (P30305 whole entry, looked up): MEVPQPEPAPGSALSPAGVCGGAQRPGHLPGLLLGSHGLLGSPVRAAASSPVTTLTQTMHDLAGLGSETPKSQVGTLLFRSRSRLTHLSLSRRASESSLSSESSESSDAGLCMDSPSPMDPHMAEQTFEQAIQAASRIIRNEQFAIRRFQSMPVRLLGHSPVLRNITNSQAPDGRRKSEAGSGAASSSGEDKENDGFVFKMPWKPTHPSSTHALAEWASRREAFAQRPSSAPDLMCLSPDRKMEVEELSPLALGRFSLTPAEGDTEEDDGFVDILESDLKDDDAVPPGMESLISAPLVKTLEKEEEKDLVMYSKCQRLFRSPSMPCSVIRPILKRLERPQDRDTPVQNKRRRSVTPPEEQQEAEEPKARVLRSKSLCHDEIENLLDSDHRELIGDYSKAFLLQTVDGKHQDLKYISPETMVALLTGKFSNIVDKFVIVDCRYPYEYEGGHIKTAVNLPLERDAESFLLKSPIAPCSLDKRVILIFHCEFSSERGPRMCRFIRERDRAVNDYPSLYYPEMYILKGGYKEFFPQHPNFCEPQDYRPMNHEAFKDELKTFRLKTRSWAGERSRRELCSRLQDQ
DUSP1 inh: blocks human MKP-1 phosphatase activity; recombinant MKP-1, OMFP hydrolysis fluorescence; AID 374; P28562; actives 0.15% (n = 65,000); inhibition, %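 (compounds tested at a single concentration somewhere between 10 and 100 µM)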;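 active = inhibition above about 50%, limit read from the data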;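 also: 0% = DMSO max control wells and 100% = wells with enzyme stopped by NaOH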
Target sequence (P28562 whole entry, looked up): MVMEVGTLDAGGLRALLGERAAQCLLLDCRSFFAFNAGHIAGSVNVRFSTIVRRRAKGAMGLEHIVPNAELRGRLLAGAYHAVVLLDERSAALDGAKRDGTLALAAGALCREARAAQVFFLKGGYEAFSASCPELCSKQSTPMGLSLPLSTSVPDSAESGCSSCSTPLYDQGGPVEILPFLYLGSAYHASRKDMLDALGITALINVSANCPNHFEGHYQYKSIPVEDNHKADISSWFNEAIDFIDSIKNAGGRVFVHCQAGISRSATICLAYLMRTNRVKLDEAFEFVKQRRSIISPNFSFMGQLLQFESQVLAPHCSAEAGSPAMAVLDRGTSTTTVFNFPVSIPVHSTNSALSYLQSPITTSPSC
ROCK2 inh: blocks human Rho kinase 2 activity; O75116; purified ROCK2, Kinase-Glo ATP depletion luminescence; inhibition, % at 6 µM; actives 0.35% (n = 60,000); AID 604;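 active = inhibition above the screen-wide mean inhibition plus 3 SD, cut at about 18% in these data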;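 also: plate controls were DMSO wells for no effect and Y-27632 control wells after no-enzyme background subtraction for full effect; many of its hits are not listed in these tables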
TNAP act DEA: activates human TNAP at intermediate phosphate acceptor concentration. P05186. purified TNAP, CDP-star luminescence, 100 mM DEA, 30 min; hits give high values; scale: 0 levamisole-inhibited, 1 vehicle-only enzyme. 64,000 tested, under 10 active. AID 813. activation factor at 20 µM;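 active = activation factor of at least 2 at 20 µM, relative to controls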
HEK293 NFkB inh: lowers PMA/ionomycin-induced NF-kB signal in HEK293 cells. HEK-293 NF-kB luciferase reporter, luminescence. actives 0.21% (n = 62,000). inhibition, % at 3 µM;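 active = inhibition above the mean of all tested compounds plus 3 SD, cut at about 40% in these data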;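 also: 0% = stimulated DMSO wells and 100% = 10 µM reference inhibitor 5653914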
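Reagent: PMA plus ionomycin mix as NF-kB-activating stimulus. Assay system: NF-kB luciferase reporter HEK-293 cells. Technique: luminescence from luciferase substrate reagent. Incubation: 1 h compound pre-incubation, 16 h PMA/ionomycin at 37 °C. Benchmarks: DMSO only as uninhibited control, 10 µM reference inhibitor as full inhibition. Repeats: tested once.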
Jurkat viability: cytotoxic compounds reducing Jurkat cell viability | Jurkat E6.1 viability, ATP luminescence, 48 h | inhibition, % at 4 µM | actives 1.2% (n = 56,000);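 active = inhibition above the mean inhibition of all tested compounds plus 3 SD, cut at about 28% in these data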
JNK3 blocker: inhibitors of human JNK3 kinase; actives 0.61% (n = 60,000); purified JNK3 kinase activity, HTS; inhibition, % at 8 µM; in the data active = inhibition above about 17%;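 also: 0% = DMSO and 100% = reference inhibitor; many of its hits are not listed in these tables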
MMP-13 inhibitor: inhibitors of human MMP13; P45452; MMP-13 fTHP FRET cleavage, Mca fluorescence; inhibition, % at 4 µM; actives 0.07% (n = 65,000); AID 570;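 active = inhibition above the mean of compound-free control plate wells plus 3 SD, cut at about 14% in these data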;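 also: 0% = DMSO wells and 100% = wells with reference MMP-13 inhibitor after basal subtraction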
* marks the source's active call; other numbers are inactive results; · = not tested or not shown; [ ] = dose if it differs, or a comment.

Order of values: PKA kinase inh	Cdc25B inh	DUSP1 inh	ROCK2 inh	TNAP act DEA	HEK293 NFkB inh	Jurkat viability	JNK3 blocker	MMP-13 inhibitor
COc1ccc(C2=C(O)C(C)N(c3ccccc3)C2=N)cc1OC (configuration not stated)
→ 3.0	-6.1	-1.3	5.0	0.9	9.9	-2.8	-8.6	-17.9
Cc1cc(C)c2c(N)c(C(=O)N3CCN(c4ncccn4)CC3)sc2n1
→ 13.0	-4.7	17.2	7.4	1	19.1	-8.2	7.4	-1.1
COc1ccc(S(=O)(=O)N2Cc3ccccc3CC2C(=O)Nc2nccs2)cc1OC (configuration not stated)
→ 9.9	-4.2	10.0	5.8	1	-12.0	3.0	2.1	1.3
CCCn1c(-c2ccc(OC)cc2)nc2nc3ccccc3nc21
→ 2.0	-14.9	22.9	0.9	0.9	9.2	1.9	-11.9	-215.0[fluorescence artefact?]
O=c1c2[nH]c3ccccc3c2ncn1CCN1CCNCC1
→ 4.5	-2.2	-6.5	-0.2	0.9	4.9	-3.9	5.0	-4.4
Cn1nnnc1SCC(=O)N1c2ccccc2Sc2ccccc21
→ 5.3	-10.3	14.1	7.1	0.9	8.2	4.3	-1.7	-1.5
O=C1CCCCCN1C(=O)c1cccc(C(=O)N2CCCCCC2=O)c1
→ 11.6	-10.3	2.3	5.9	0.9	4.0	-7.1	2.3	0.1
O=C(O)CCC(=O)OCC1CCCO1 (configuration not stated)
→ 5.8	2.6	-3.8	4.9	0.9	3.4	-9.8	3.0	-0.4
Cc1ccc(NS(=O)(=O)c2cn(C)cn2)cc1
→ -2.8	-2.6	-4.1	-0.8	0.9	13.4	8.6	-2.9	-1.9
CC(C)OC(=O)c1cc(NC(=O)C2C3CCC(O3)C2C(=O)O)cc(C(=O)OC(C)C)c1 (configuration not stated)
→ 7.0	-9.0	21.1	6.4	0.9	8.3	-6.9	16.9	-25.2
COc1ccc(C)cc1-n1nnnc1SCC1CCCCO1 (configuration not stated)
→ 3.2	-10.8	5.7	3.4	1	14.7	4.0	-1.5	-2.0
CCCCC(=O)Nc1ccc(N2CCN(C(=O)CC)CC2)cc1
→ -2.4	8.0	16.6	-3.2	1	17.9	10.8	-1.2	-8.6
CC(C)n1nc(C(=O)Nc2nc3ccc(S(C)(=O)=O)cc3s2)c2ccccc2c1=O
→ 4.9	-0.2	3.8	3.5	0.9	4.9	-7.9	4.8	-1.1
Cc1ccc(N2CCN(c3cc(C)nc4nc(C)nn34)CC2)c(C)c1
→ 6.4	-8.9	8.3	4.4	1	6.4	-6.7	-5.0	5.8
CS(=O)(=O)N(CC(=O)N1CCOCC1)c1ccc2c(c1)OCO2
→ 13.5	-4.1	-0.3	8.9	0.9	10.7	-3.6	-5.0	3.7
CC(C)(C)NC(=O)CSc1nnc(-c2ccccn2)n1-c1ccccc1
→ 4.0	-8.7	-1.2	6.5	0.8	3.4	-8.1	0.5	-9.1
Cc1ccc(Cn2ncc3c(N4CCN(c5ccc(C)cc5)CC4)ncnc32)cc1
→ -3.3	0.1	-27.5	-0.1	0.9	·	·	-5.0	-4.6
O=S(=O)(/C=C/c1ccccc1)NCCc1ccccn1
→ 3.5	102.0*	21.7	3.3	1	3.3	0.1	-5.4	-4.9
CNC(=O)c1[nH]cnc1C(=O)Nc1cccc(OC)c1
→ 1.5	-1.8	2.2	5.6	1	5.3	1.3	17.9*	0.7
c1cc(Nc2ncnc3sccc23)cc(-c2nnc3n2CCCCC3)c1
→ 10.5	-3.4	34.6	6.1	1	-7.0	9.3	3.7	-2.4

The closing two entries of the part above open the next one:
Order of values: PKA kinase inh	Cdc25B inh	DUSP1 inh	ROCK2 inh	TNAP act DEA	HEK293 NFkB inh	Jurkat viability	JNK3 blocker	MMP-13 inhibitor
CNC(=O)c1[nH]cnc1C(=O)Nc1cccc(OC)c1
→ 1.5	-1.8	2.2	5.6	1	5.3	1.3	17.9*	0.7
c1cc(Nc2ncnc3sccc23)cc(-c2nnc3n2CCCCC3)c1
→ 10.5	-3.4	34.6	6.1	1	-7.0	9.3	3.7	-2.4
CCOC(=O)c1ccc2c(c1)nc(SCC(=O)c1ccco1)n2CC
→ -3.8	2.3	-8.9	-2.8	0.9	-3.4	5.8	-0.1	8.1
Cc1cc(C)n2nc(SCN3C(=O)c4ccccc4C3=O)nc2n1
→ 5.9	-3.4	24.2	4.6	0.9	2.5	-0.3	3.3	-6.0
CCOC(=O)CSc1nc2cc(C)ccc2cc1C#N
→ 8.9	-1.4	-13.3	0.9	0.9	-23.0	10.9	1.9	-1.6
CN(C)c1oc(-c2ccccc2Cl)nc1S(=O)(=O)c1ccccc1
→ 9.0	-11.7	-14.4	0.3	1	18.1	-3.3	0.8	3.6
COc1ccc(NCc2ccc3c(c2)OCO3)cc1Cl
→ 0.6	4.0	9.8	3.4	1	8.0	-11.0	-12.6	-25.3
CCOc1ccccc1N1CC(O)=C(c2nc3ccccc3s2)C1=N
→ 8.7	-7.6	1.7	11.1	0.8	29.8	78.2*	7.8	-9.7
Cc1nn(CCC(=O)O)c2nc(-c3cccnc3)cc(C(F)(F)F)c12
→ 2.3	5.5	9.8	-3.3	1	5.8	0.3	-5.7	-110.4[fluorescence artefact?]
CC1=CC(C)C(/C=N/n2cnnc2)C(C)C1 (configuration not stated)
→ 3.5	-1.1	-3.8	5.0	0.9	12.0	-2.1	3.2	-18.7
COC(=O)c1ccc(C)c(N(CCO)CCO)c1
→ 8.5	-4.7	-7.2	4.8	0.9	7.2	2.9	-0.1	4.1
Cc1ccc2c(c1)c(C)c(C)n2CC(O)Cn1nc(C)cc1C (configuration not stated)
→ -4.4	-15.8	10.2	·	1	12.5	·	·	-3.9
O=C(Nc1cccnc1)c1ccc(COCC(F)(F)F)cc1
→ -2.2	-14.1	-11.7	2.2	0.9	12.5	0.5	1.8	1.5
COc1ccc(S(=O)(=O)Nc2ccc(O)c3ccccc23)cc1
→ 8.4	4.1	7.0	6.0	0.7	15.1	19.0	1.7	-13.0
Cc1ccc(C)c(S(=O)(=O)NCc2ccc(C(=O)N3CCN(C)CC3)cc2)c1
→ -4.9	-0.1	-15.7	-2.0	0.9	10.6	4.4	1.0	8.4
CC1(C)S[C@@H]2[C@H](NC(=O)[C@H](N)c3ccccc3)C(=O)N2[C@H]1C(=O)O
→ 3.8	-28.8	-5.5	3.1	0.9	·	·	-4.5	-0.4
COCCn1c(SCC(=O)Nc2cccc(C(=O)OC)c2)nc2ccccc2c1=O
→ 8.4	-7.6	-3.3	-1.4	0.9	12.2	1.1	1.2	0.6
CCSC1=C(C#N)C2(CCCCC2)C(C#N)=C(N)N1
→ 1.4	-2.5	30.2	-0.3	0.9	9.5	3.7	3.3	-1.6
CCOCCCNC(=O)NC12CC3CC(CC(C3)C1)C2
→ 8.1	0.5	-12.0	2.4	0.9	14.7	1.4	5.5	-0.7
CN1CCN(C(=O)CCC(=O)c2ccc(F)cc2)CC1
→ 8.0	-5.3	-1.2	4.8	0.9	6.1	-5.0	-1.2	11.9
COc1cc(C(=O)N2CCN(C(=O)C(Cc3cc(C)ccc3C)NC(C)=O)CC2)cc(OC)c1OC (configuration not stated)
→ 2.4	-9.0	7.2	·	0.9	14.0	·	·	-0.6
CCN1CCN(C(=O)CCN2C(=O)COc3ccc(C)cc32)CC1
→ 4.7	-9.8	-5.8	4.9	1	4.0	-1.6	1.4	1.1
CCn1c(CCNC(=O)c2cccs2)nnc1SCC(=O)c1ccc(OC)cc1
→ -2.0	-3.9	-7.1	-4.5	0.8	6.7	7.5	6.2	3.5
CC12CC(NC(=O)N1c1cccc(C(=O)N3CCN(c4ccccc4)CC3)c1)c1ccccc1O2 (configuration not stated)
→ -0.3	-0.8	-5.3	·	0.9	17.1	·	·	-1.2
c1ccc(-n2cnnc2SCc2cn3ccccc3n2)cc1
→ -2.6	-12.8	6.8	·	0.9	16.6	·	·	4.1
Cc1cc2c(s1)c1cnn(Cc3ccccc3F)c(=O)c1n2C
→ 2.6	0.1	18.3	·	1	9.4	·	·	5.4
O=S(=O)(Cc1ccc(Cl)cc1)NCC1CCCO1 (configuration not stated)
→ 0.8	1.5	40.2	-1.0	1	2.1	3.5	-4.1	-4.8
O=C(CSc1nnc(Cc2cc(=O)[nH]c(=O)[nH]2)n1-c1ccc(F)cc1)NC1CCCC1
→ 13.0	-11.9	-3.6	3.8	0.9	8.1	5.2	-7.7	4.6
CCOC(=O)C1=C(c2ccccc2)Nc2nc(C)nn2C1c1cccc(OC)c1OC (configuration not stated)
→ -6.8	-7.5	-2.3	2.6	0.9	0.4	2.5	-4.8	-2.5
CCCC(c1nnnn1C(C)(C)CC)N1CCN(C2CCCC2)CC1 (configuration not stated)
→ -3.5	-8.8	-25.8	3.9	1	8.4	-2.1	-4.2	2.2
CC(C)C[C@H](NC(=O)NCCc1ccc(Cl)cc1)C(=O)O
→ 1.2	-8.4	-8.9	2.4	0.9	13.8	2.3	-3.6	-2.0
O=C(O)c1ccc(-n2nc(C(F)(F)F)c3c2-c2ccoc2CC3)cc1
→ 7.0	-10.6	8.4	5.9	0.9	15.4	2.5	-0.7	1.4
O=C(NCc1ccc(F)cc1)c1ccc(CS(=O)(=O)Cc2ccccc2F)o1
→ -5.3	2.9	14.8	1.8	0.9	-1.2	9.9	11.9	-0.2
O=C(NC(Cc1ccccc1)C(=O)OCC(=O)N1CCc2ccccc21)c1ccco1 (configuration not stated)
→ 9.2	-7.0	-8.9	-1.6	·	25.6	3.8	0.5	2.6
Cn1c(Cc2ccc3c(c2)OCO3)nnc1SCC(=O)N1CCc2ccccc2C1
→ 7.0	-16.0	12.1	1.1	1	5.8	3.0	-3.1	0.3
N#Cc1c(NC(=O)Cn2c(=O)oc3ccccc32)oc(-c2ccccc2)c1-c1ccccc1
→ -1.1	-8.2	19.0	0.2	0.9	11.4	0.8	4.9	-6.2
CCCn1c(SCC(=O)c2cc(OC)ccc2OC)nc2c1c(=O)n(C)c(=O)n2C
→ 4.2	-9.3	2.3	5.0	0.9	11.8	1.8	-5.3	-0.9
Cc1c(Cl)cccc1NC(=O)CSc1nnc(CCNC(=O)OC(C)(C)C)o1
→ -0.1	7.1	-8.7	-4.2	1	3.3	1.3	-1.3	-5.5
COc1ccc(-c2nnn(CC(=O)c3ccc4c(c3)OCCO4)n2)cc1OC
→ 10.4	-2.8	16.4	5.1	0.9	11.5	0.6	1.9	-2.3
CCN1CCN(C(=O)CN(c2cc(OC)ccc2OC)S(C)(=O)=O)CC1
→ -2.1	-5.9	7.5	3.0	1	-17.5	0.8	-1.2	1.8
COc1ccc(/C=N/n2c(C)nnc2C)c(OC)c1OC
→ -5.7	-0.1	-5.8	2.5	0.9	5.6	-8.4	-6.5	-2.3
Cn1c(=O)c2c(ncn2Cc2ccc(Cl)c(Cl)c2)n(C)c1=O
→ -3.7	-1.0	7.1	·	0.9	18.1	·	·	5.3
CCC12CN3CC(CC)(CN(C1)C3c1c(O)ccc3ccccc13)C2=O (configuration not stated)
→ 4.7	-30.3	-4.2	6.3	0.9	·	·	2.4	6.6
COCCN1Cc2cccc(C(=O)Nc3c(C)cccc3C)c2C1=O
→ 3.6	-7.4	20.9	3.5	0.9	5.8	-3.1	2.9	-12.5
O=C(O)c1ccc2noc(-c3ccccc3)c2c1
→ 14.7	-8.6	-2.6	4.0	0.8	0.1	-13.4	4.5	3.2
S=c1nc(-c2ccccc2)n(CCCn2ccnc2)c2c1CCCC2
→ 6.5	-8.1	5.1	5.6	0.9	3.5	-1.9	-3.9	7.0
